Assay outcomes deposited in PubChem by Broad Institute.
INS-1E GSIS act = primary screen for activators of insulin secretion dependent on glucose, INS-1E cells, GLuc reporter luminescence; INS-1E GLuc reporter insulin secretion, 2-3 h; activation, % at 16.6 µM; hit rate 0.61% among 370,000; AID 743287;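 active means lowest replicate activation of at least 40%, so every replicate reaches that level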;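 further: 0% = median of neutral control wells and 100% = median of IBMX positive control wells; some compounds called inactive have numbers as strong as hits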
ARNT-TACC3 inh = ARNT/TACC3 interaction disruption; inhibition, % at 9.99 µM; Q9Y6A5; AlphaScreen His-ARNT PAS-B/GST-TACC3 binding, luminescence; TACC3 fragment carries E629A point mutation; AID 623870; hit rate 0.66% among 390,000;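 active means mean inhibition of replicates at least 50% and at least half of replicates each reaching 50%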;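 further: 0% = complete ARNT plus TACC3 wells and 100% = ARNT alone without TACC3; many hits fall short of the cut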
XiGFP reactiv = activators of X-chromosome reactivation in mouse fibroblasts; XiGFP mouse fibroblasts, % GFP-positive cells imaging, 3 d; cells co-treated with 5-aza-dC sensitizer; scaled so ellipticine positive control = 100%; activation, % at 7.58 µM; hit rate 0.055% among 360,000; AID 743238;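 active means mean normalized replicate activation at least 10% and every replicate at or above 10%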;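 further: 0% = median of on-plate neutral control wells and 100% = ellipticine 6 µM median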
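Material: SV40-immortalized XiGFP fibroblast cells, line 68-5-11 | Buffer or medium: DMEM containing 5-aza-dC | Dosing: One concentration, pinned | Times: 3 d treatment, 15 min room-temperature fixation | Controls: Ellipticine 6 µM positive control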
* = called active by the depositor. Some of the compounds tested. The share of hits here may be higher or lower than overall.

Cc1ccc(CSc2nnc(-c3cccc(S(=O)(=O)N4CCOCC4)c3)n2C2CCCC2)cc1 was read as INS-1E GSIS act -47.0, ARNT-TACC3 inh -8.0 and XiGFP reactiv -0.3.
Screening COc1ccc(C2CC(c3ccccc3)=NN2C(=O)COC(=O)c2cccnc2Cl)cc1 (stereo unspecified) returned INS-1E GSIS act -23.8, ARNT-TACC3 inh -0.4 and XiGFP reactiv -0.1.
`O=C(N/N=C/c1ccc2c(c1)OCO2)C(O)c1ccccc1` (stereo unspecified) gave INS-1E GSIS act 19.0, ARNT-TACC3 inh 6.2 and XiGFP reactiv 0.0.
For O=C(Cc1ccc(Cl)cc1)Nc1ccc(NC(=O)c2ccccc2)cc1 the results were INS-1E GSIS act 14.6, ARNT-TACC3 inh 8.0 and XiGFP reactiv 0.2.
For CCOC(=O)c1c(-c2ccc(C)cc2)csc1NC(=O)C1CCCO1 (stereo unspecified) the results were INS-1E GSIS act -22.3, ARNT-TACC3 inh -28.2 and XiGFP reactiv 1.3.
For CNC(=S)N1CCN(C(=O)C2CCCO2)CC1 (stereo unspecified) the results were INS-1E GSIS act 2.4, ARNT-TACC3 inh -4.3 and XiGFP reactiv -0.1.
Screening CN(C)S(=O)(=O)c1cccc(NC(=O)Cc2ccc(Cl)cc2)c1 returned INS-1E GSIS act -20.8, ARNT-TACC3 inh -4.7 and XiGFP reactiv -0.1.
Screening Cc1cccc(Nc2nc(N)c([N+](=O)[O-])c(N3CCCC(C)C3)n2)c1 (stereo unspecified) returned INS-1E GSIS act 1.7, ARNT-TACC3 inh 8.3 and XiGFP reactiv 0.1.
Cc1ccc(S(=O)(=O)N=S(CCO)CCO)cc1 was read as INS-1E GSIS act 22.7, ARNT-TACC3 inh -7.5 and XiGFP reactiv 0.2.
`CCN1CCN(CC(O)COCCOc2ccc(Br)cc2)CC1` (stereo unspecified) gave INS-1E GSIS act 20.5, ARNT-TACC3 inh -10.0 and XiGFP reactiv 0.0.
Screening Cc1cc(C(C)(C)C)ccc1OCCCCN1CCCC1 returned INS-1E GSIS act 12.7, ARNT-TACC3 inh -9.8 and XiGFP reactiv -0.1.
For O=[N+]([O-])c1cc2c(cc1/C=N/n1c(-c3ccccn3)n[nH]c1=S)OCO2 the results were INS-1E GSIS act 12.8, ARNT-TACC3 inh 70.9* and XiGFP reactiv -0.2.
`N#Cc1cc([N+](=O)[O-])cnc1N(CCO)CCO` gave INS-1E GSIS act -2.5, ARNT-TACC3 inh 4.4 and XiGFP reactiv 0.0.
Screening COc1ccc(CCNC(=O)C(C(=O)c2ccccc2)n2cc(Cl)ccc2=O)cc1OC (stereo unspecified) returned INS-1E GSIS act -0.5, ARNT-TACC3 inh -9.4 and XiGFP reactiv -0.1.
`CCCCNC(=O)C(=O)N/N=C/c1cccc(Br)c1` gave INS-1E GSIS act 16.6, ARNT-TACC3 inh -4.6 and XiGFP reactiv 0.2.
Screening COc1ccc(C(=O)Nc2nc(C)cc(C)n2)cc1[N+](=O)[O-] returned INS-1E GSIS act 12.1, ARNT-TACC3 inh -5.6 and XiGFP reactiv -0.1.
For CNC(=S)Nc1ccccc1-c1ccccc1 the results were INS-1E GSIS act 8.1, ARNT-TACC3 inh 2.2 and XiGFP reactiv -0.1.
Screening CCCOC(=O)c1ccc(N2C(=O)c3ccccc3C2=O)cc1 returned INS-1E GSIS act -12.1, ARNT-TACC3 inh -5.8 and XiGFP reactiv -0.1.
Screening Cc1ccc(NC(=O)c2cccc(N3C(=O)C4C5CCC(C5)C4C3=O)c2)c(C)c1 (stereo unspecified) returned INS-1E GSIS act 7.1, ARNT-TACC3 inh -3.1 and XiGFP reactiv 0.0.
Screening CC[C@@H](NS(=O)(=O)c1ccc(C)cc1)C(=O)Oc1ccc2c3c(c(=O)oc2c1)CCC3 returned INS-1E GSIS act 2.9, ARNT-TACC3 inh -4.5 and XiGFP reactiv 0.0.
Screening CN(C)c1ccc(/C=N/NC(=O)c2cccc(N3CCCC3=O)c2)cc1 returned INS-1E GSIS act 4.0, ARNT-TACC3 inh 4.7 and XiGFP reactiv 0.0.
`OC(CN1CCN(Cc2ccccc2)CC1)Cn1c2ccccc2c2ccccc21` (stereo unspecified) gave INS-1E GSIS act -28.8, ARNT-TACC3 inh 10.5 and XiGFP reactiv 0.0.
Screening Cc1ccc(/C=C/C(=O)Nc2ccccc2C(N)=O)cc1 returned INS-1E GSIS act -13.9, ARNT-TACC3 inh -5.9 and XiGFP reactiv -0.1.
`CNC(=S)N1N=C(c2ccc(Br)cc2)CC1c1ccc(OC)cc1` (stereo unspecified) gave INS-1E GSIS act -26.9, ARNT-TACC3 inh -1.0 and XiGFP reactiv 0.6.

Four consecutive entries already listed:
Screening CN(C)c1ccc(/C=N/NC(=O)c2cccc(N3CCCC3=O)c2)cc1 returned INS-1E GSIS act 4.0, ARNT-TACC3 inh 4.7 and XiGFP reactiv 0.0.
`OC(CN1CCN(Cc2ccccc2)CC1)Cn1c2ccccc2c2ccccc21` (stereo unspecified) gave INS-1E GSIS act -28.8, ARNT-TACC3 inh 10.5 and XiGFP reactiv 0.0.
Screening Cc1ccc(/C=C/C(=O)Nc2ccccc2C(N)=O)cc1 returned INS-1E GSIS act -13.9, ARNT-TACC3 inh -5.9 and XiGFP reactiv -0.1.
`CNC(=S)N1N=C(c2ccc(Br)cc2)CC1c1ccc(OC)cc1` (stereo unspecified) gave INS-1E GSIS act -26.9, ARNT-TACC3 inh -1.0 and XiGFP reactiv 0.6.

(listing goes on)
Screening CCOc1ccc(C(=O)Nc2ccc(-c3nc4ccccc4[nH]3)cc2)cc1[N+](=O)[O-] returned INS-1E GSIS act 101.5*, ARNT-TACC3 inh 1.7 and XiGFP reactiv 0.0.
Screening CCCC1=C(C(=O)OCC)C(c2ccc(OC)c(C)c2OC)C(C#N)=C(N)O1 (stereo unspecified) returned INS-1E GSIS act -1.6, ARNT-TACC3 inh -0.3 and XiGFP reactiv 0.0.
CCCCNC(=S)NNC(=O)c1ccc(Br)o1 was read as INS-1E GSIS act 0.6, ARNT-TACC3 inh 1.2 and XiGFP reactiv 0.3.
Screening Cc1ccc(C)c(OCC(=O)N/N=C/c2c(C)nn(-c3ccccc3)c2Cl)c1C returned INS-1E GSIS act 296.8*, ARNT-TACC3 inh -0.2 and XiGFP reactiv -0.1.
Screening CCOC(=O)/C(C#N)=C/c1cc2ccccc2nc1N1CCOCC1 returned INS-1E GSIS act 1.7, ARNT-TACC3 inh 0.5 and XiGFP reactiv 0.0.
Screening O=C(Oc1ccc2c(c1)O/C(=C\c1ccncc1)C2=O)c1ccccc1 returned INS-1E GSIS act 27.6, ARNT-TACC3 inh -2.1 and XiGFP reactiv 0.0.
C=CCOc1ccc(CNc2ccc(NC(=O)CCC)cc2)cc1OCC was read as INS-1E GSIS act 5.7, ARNT-TACC3 inh -7.8 and XiGFP reactiv 0.2.
CC(C)=C1SC(N2CCN(c3cccc(Cl)c3)CC2)=NC1=O was read as INS-1E GSIS act -34.3, ARNT-TACC3 inh -8.4 and XiGFP reactiv 0.0.
CCC(CC)c1nnc(NC(=O)c2cc(C(=O)OC)cc([N+](=O)[O-])c2)s1 was read as INS-1E GSIS act -34.9, ARNT-TACC3 inh 7.8 and XiGFP reactiv 0.0.
O=C(NCc1ccncc1)C(=O)NCC1OCCCN1S(=O)(=O)c1ccccc1 (stereo unspecified) was read as INS-1E GSIS act -8.8, ARNT-TACC3 inh 0.4 and XiGFP reactiv -0.1.
COc1ccc2nc(SCC(=O)NCc3ccc4c(c3)OCO4)[nH]c2c1 was read as INS-1E GSIS act 10.2, ARNT-TACC3 inh -3.5 and XiGFP reactiv -0.1.
For O=C(COC(=O)CNC(=O)c1cccc([N+](=O)[O-])c1)Nc1cccc(S(=O)(=O)N2CCCCC2)c1 the results were INS-1E GSIS act 5.0, ARNT-TACC3 inh 10.2 and XiGFP reactiv 0.1.

Retrieved by compound from above:
CCCCNC(=S)NNC(=O)c1ccc(Br)o1 was read as INS-1E GSIS act 0.6, ARNT-TACC3 inh 1.2 and XiGFP reactiv 0.3.
Screening Cc1ccc(C)c(OCC(=O)N/N=C/c2c(C)nn(-c3ccccc3)c2Cl)c1C returned INS-1E GSIS act 296.8*, ARNT-TACC3 inh -0.2 and XiGFP reactiv -0.1.

(cont.)
`O=C(COc1ccccc1[N+](=O)[O-])N/N=C/c1cccc(OC(=O)c2ccc3c(c2)OCO3)c1` gave INS-1E GSIS act -26.5, ARNT-TACC3 inh 1.2 and XiGFP reactiv 0.0.
For O=C(CSc1nnc(-c2ccccc2)n1-c1ccccc1)c1ccc[nH]1 the results were INS-1E GSIS act 19.1, ARNT-TACC3 inh -2.6 and XiGFP reactiv 0.2.
For CN=c1scc(-c2ccc(Cl)cc2)n1C the results were INS-1E GSIS act 30.7, ARNT-TACC3 inh 0.6 and XiGFP reactiv -0.1.
O=C(Oc1ccccc1/C=C\C(=O)c1cc2ccccc2o1)c1ccccc1 was read as INS-1E GSIS act -30.0, ARNT-TACC3 inh 0.6 and XiGFP reactiv 0.0.
`N/C(Cc1cccc2ccccc12)=N\OC(=O)Cc1cccs1` gave INS-1E GSIS act 1.8, ARNT-TACC3 inh -10.4 and XiGFP reactiv 0.4.
`Cc1ccc(CSCC(=O)Nc2c(C)n(C)n(-c3ccccc3)c2=O)cc1` gave INS-1E GSIS act 26.6, ARNT-TACC3 inh -1.1 and XiGFP reactiv 0.5.
CC(C)CCn1c(=O)c(C(=O)N/N=C/c2cccc(F)c2)c(O)c2ccccc21 was read as INS-1E GSIS act 5.0, ARNT-TACC3 inh 7.3 and XiGFP reactiv 0.0.
`CCCCC(=O)Nc1ccc(NC(=O)c2ccccc2[N+](=O)[O-])cc1OC` gave INS-1E GSIS act 1.4, ARNT-TACC3 inh -4.8 and XiGFP reactiv 0.0.
Screening COc1ccc(CCNC(=O)CN(C)S(=O)(=O)c2ccc(Br)s2)cc1OC returned INS-1E GSIS act 24.6, ARNT-TACC3 inh -2.0 and XiGFP reactiv 0.2.
`CCCC(NC(=O)c1ccco1)c1nc2ccccc2[nH]1` (stereo unspecified) gave INS-1E GSIS act 8.0, ARNT-TACC3 inh -4.8 and XiGFP reactiv 0.1.
Screening CC(C)[C@H](NS(=O)(=O)c1ccc2c(c1)OCCO2)C(=O)OCC(=O)Nc1cccc(Cl)c1Cl returned INS-1E GSIS act -7.6, ARNT-TACC3 inh 21.6 and XiGFP reactiv 0.0.
For O=C(C1=C(O)C(=O)N(Cc2ccco2)C1c1ccccc1F)c1cccs1 (stereo unspecified) the results were INS-1E GSIS act -1.6, ARNT-TACC3 inh -2.2 and XiGFP reactiv 0.0.
Screening COc1ccccc1-n1c(C)nc2cc(C(=O)NCc3ccc4c(c3)OCO4)ccc21 returned INS-1E GSIS act -5.0, ARNT-TACC3 inh 2.8 and XiGFP reactiv -0.3.
`Cc1cc(OCC(=O)O/N=C(\N)c2ccccc2)ccc1Cl` gave INS-1E GSIS act -1.4, ARNT-TACC3 inh -4.7 and XiGFP reactiv 0.4.
For Cc1ccc(-c2csc(NC(=S)NC(=O)c3ccco3)n2)cc1 the results were INS-1E GSIS act 18.3, ARNT-TACC3 inh -29.9 and XiGFP reactiv 0.0.
Cc1nc2ccccc2nc1SCC(=O)c1ccccc1 was read as INS-1E GSIS act -30.0, ARNT-TACC3 inh -5.7 and XiGFP reactiv -0.4.
`Cc1cccc(NC(=O)NC(=S)NC(=O)c2ccccc2)c1` gave INS-1E GSIS act -26.2, ARNT-TACC3 inh 1.1 and XiGFP reactiv 0.1.
For CCc1ccc(/C=C2\Oc3ccc(C(=O)OC)cc3C2=O)cc1 the results were INS-1E GSIS act 22.4, ARNT-TACC3 inh 3.5 and XiGFP reactiv -0.1.
COc1ccc(NC(=O)CC2SC(=O)NC2=O)cc1 (stereo unspecified) was read as INS-1E GSIS act 7.3, ARNT-TACC3 inh -1.4 and XiGFP reactiv 0.0.
Screening Cc1ccc(NC(=O)Cc2c(Cl)cccc2Cl)cc1S(=O)(=O)N(C)C returned INS-1E GSIS act -33.9, ARNT-TACC3 inh -3.8 and XiGFP reactiv 0.2.
For CC(OC(=O)c1ccncc1)C(=O)Nc1cc(S(=O)(=O)N2CCCCC2)ccc1Cl (stereo unspecified) the results were INS-1E GSIS act 6.7, ARNT-TACC3 inh 24.0 and XiGFP reactiv 0.3.
For CCOC(=O)c1nn(-c2ccc(Cl)cc2)c2nnc(Cc3ccccc3)c(=O)n12 the results were INS-1E GSIS act 14.6, ARNT-TACC3 inh -16.5 and XiGFP reactiv 0.0.
Screening CC1(C)Cc2ccccc2-c2nnc(-c3cccnc3)n21 returned INS-1E GSIS act 5.4, ARNT-TACC3 inh -13.5 and XiGFP reactiv 0.0.
Screening O=C(Oc1ccc2ccc(=O)oc2c1)C1CCCCC1 returned INS-1E GSIS act 4.8, ARNT-TACC3 inh 4.7 and XiGFP reactiv -0.1.
`Nc1nc(CSc2nnc(-c3cccc(F)c3)n2-c2ccccc2)nc(N2CCOCC2)n1` gave INS-1E GSIS act 21.1, ARNT-TACC3 inh -4.9 and XiGFP reactiv 0.2.
COc1cc(/C=C/C(=O)OCC(=O)NCc2cccs2)ccc1OC(F)F was read as INS-1E GSIS act 45.8*, ARNT-TACC3 inh -23.9 and XiGFP reactiv -0.4.
Cc1cc(C(=O)CSc2nnc3ccccn23)c(C)n1-c1ccccc1 was read as INS-1E GSIS act 14.8, ARNT-TACC3 inh -3.0 and XiGFP reactiv 0.0.
For O=C(NC1CC1)c1cccc(Br)c1 the results were INS-1E GSIS act 14.9, ARNT-TACC3 inh -11.6 and XiGFP reactiv -0.1.
